# Screens deposited in PubChem by Southern Research Specialized Biocontainment Screening Center.
# SV40 large T antigen – SV40 large T antigen inhibitors, biochemical (AID 1903); SV40 large T antigen ATPase/helicase inhibition assay; higher % means a stronger effect; one-dose inhibition, % at 20 µM; IC50 in µM for titrated hits; 310,000 compounds, 0.39% hits; in the data active = a potency from the dose series; inconclusive = inhibition mostly from about 32% at the one dose, without a potency; inactive = the rest, 99 in 100 with inhibition below about 32%; note: strong numbers were not always called active
# Rac1 GTP hydrolysis – MgcRacGAP GTPase-activating activity inhibitors, confirmation, biochemical, ADP Hunter fluorescence. MgcRacGAP-stimulated Rac1 GTP hydrolysis, ADP Hunter fluorescence; higher % means a stronger effect; GST-tagged Rac1 F28L mutant substrate. AID 624330, 2012. inhibition, % at 30 µM, or IC50 in µM where a hit was titrated. Rac GTPase-activating protein 1 (Homo sapiens). 340,000 compounds, 0.6% hits;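 active = first-screen hits whose inhibition reached a set limit at any dose in the follow-up dose series; inconclusive = inhibition above the set first-screen limit but never retested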;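 note: fluorescence reports GDP produced by GAP-driven GTP hydrolysis; strong numbers were not always called active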
# Numbers without * were called inactive; ? = inconclusive; & = joins results of further samples. This is a subset. The share of hits here may be higher or lower than overall.
# Order of values – Rac1 GTP hydrolysis	SV40 large T antigen
CCCCn1c(N)c(N(CC(C)C)C(=O)COC(=O)c2ccccc2NCCO)c(=O)[nH]c1=O
 : 4%	?
Nc1cc(N)nc(SCC(=O)NCCC2=CCCCC2)n1
 : 5%	21%
O=C(CSc1nc(=O)n2ccccc2n1)N1N=C(c2cccs2)CC1c1ccc(F)cc1 (centres undefined)
 : 4%	3%
CC(=O)Oc1c(C(C)C)cc(N(C(C)=O)c2ccccc2)cc1C(C)C
 : -7%	8%
Nc1c(N(CCC2=CCCCC2)C(=O)c2ccco2)c(=O)[nH]c(=O)n1Cc1ccccc1
 : 9%	19%
Cc1ccccc1NC(=O)c1ccccc1N(C)S(=O)(=O)c1ccccc1
 : 16%	21%
NC(=O)c1cc([N+](=O)[O-])c(Cl)cc1NCc1ccccn1
 : 5%	9%
CCc1ccc(C(=O)C(C)OC(=O)c2nn(C)c(=O)c3ccccc23)cc1 (centres undefined)
 : 7%	16%
Cc1ccc(NC(=O)CCN2C(=O)C3CCCCC3C2=O)c(O)c1 (centres undefined)
 : 3%	11%
CCn1c(SCc2c(Cl)cccc2Cl)nc2nc3c(cc2c1=O)CCCC3
 : 5%	7%
Cc1cc2nc(N3CCN(C(=O)c4cccs4)CC3)sc2cc1C
 : 11%	16%
COc1ccc(OC)c(CN2CCN(C(=O)c3cccc(S(=O)(=O)Nc4ccccc4OC)c3)CC2)c1
 : 5%	9%
OC(Cc1ccncc1)(c1ccccc1)c1ccccc1
 : 6%	13%
COc1ccc(CCN(C)C(=O)c2cc(S(=O)(=O)N3CCCCC3)ccc2Cl)cc1OC
 : 9%	-1%
CSCCC(NC(=O)c1ccccc1Cl)C(=O)Nc1ccc(C)c(S(=O)(=O)N2CCOCC2)c1 (centres undefined)
 : 1%	2%
O=C(NCCC1CCCCN1S(=O)(=O)c1ccc(F)cc1)C(=O)NCCN1CCOCC1 (centres undefined)
 : 13%	13%
CCc1ccc(N2CC(C(=O)N3CCN(c4ccccn4)CC3)CC2=O)cc1 (centres undefined)
 : 4%	-2%
COc1cc(C(=O)OCC(=O)NCC2CCCCC2)ccc1OCC(C)C
 : 0%	11%
COc1ccc(NC(=O)c2cccc(S(=O)(=O)NCc3ccco3)c2)c(OC)c1
 : -2%	17%
COc1ccc(C)cc1S(=O)(=O)NCC(c1ccc2c(c1)OCO2)N1CCN(C)CC1 (centres undefined)
 : 4%	5%
CCN(C(=O)COC(=O)c1sccc1C)c1c(N)n(Cc2ccccc2)c(=O)[nH]c1=O
 : -1%	13%
COc1c(Cl)cc(C(=O)O)cc1Cl
 : 3%	7%
Cc1ccc(C)c(NC(=O)CN(C)C(=O)COc2cccc3c2OC(C)(C)C3)c1
 : 10%	12%
COc1ccc(C(=O)Nc2cc3c4c(c2)C(C)C(=O)N4CCC3)cc1 (centres undefined)
 : 2%	-3%
C#CCOCCOCCOCCNc1nc(N2CCN(C(=O)Cn3cc(CCCN=C(N)N)nn3)CC2)nc(N2CCN(C(=O)[C@H](CCCCN)n3cc(CC(C)O)nn3)CC2)n1 (some centres undefined)
 : 9%	17%
COc1ccc(S(=O)(=O)N2CCCCCC2)cc1C(=O)N(C)CC(=O)Nc1c(Cl)cccc1Cl
 : 4%	18%
OC1C(O)C(O)C(O)C(O)C1O (centres undefined)
 : -3%&-4%&0%	11%&14%&16%
COc1ccc2nc(N3CCN(C(=O)C4COc5ccccc5O4)CC3)sc2c1 (centres undefined)
 : -1%	8%
CN1CCN(c2c([N+](=O)[O-])cnc3ccccc23)CC1
 : 10%	12%
CC1CCCCN1C(=O)Cn1c(=O)oc2ccccc21 (centres undefined)
 : 5%	2%
C=CCn1c(SCC(=O)N(CCOC)c2c(N)n(CC(C)C)c(=O)[nH]c2=O)nc2ccccc21
 : 5%	4%
[O-][n+]1ccc(OCc2ccccc2)cc1
 : -6%	8%
CCCCN(C(=O)c1ccc(S(=O)(=O)N2CCC(C)CC2)cc1)C1CCS(=O)(=O)C1 (centres undefined)
 : 4%	4%
COc1ccc(CNC(=O)C(C)OC(=O)CO/N=C(\C)c2ccc3c(c2)OCO3)cc1 (centres undefined)
 : 10%	-2%
Cc1ccc(OCC(=O)NC2CCS(=O)(=O)C2)c([N+](=O)[O-])n1 (centres undefined)
 : 5%	17%
CC(C)Cn1c(N)c(C(=O)COC(=O)c2cnccn2)c(=O)n(C)c1=O
 : 3%	7%
O=C(NC1CCCCC1)c1ccc(-c2ccc(Cl)cc2)o1
 : 1%	11%
COc1cc(NC(=O)c2ccc3c(c2)S(=O)(=O)N=C2CCCCCN23)cc(OC)c1
 : 7%	19%
O=c1ccc(-c2ccccc2)nn1Cc1ccccc1
 : 6%	28%
Cc1ccc(S(=O)(=O)N2CCOCC2)cc1NC(=O)C1CC(=O)N(c2ccc3c(c2)OCCO3)C1 (centres undefined)
 : 4%	6%
CN1CCN(C(=O)C2=C[C@H](c3ccc4c(c3)OCO4)C[C@H](OCCCCO)O2)CC1
 : 9%	10%
Cc1cc(OCC(=O)NCC(c2cccs2)N2CCOCC2)ccc1C(C)C (centres undefined)
 : 5%	4%
CN(CC(=O)Nc1c(Cl)cccc1Cl)C(=O)CCNS(=O)(=O)c1ccccc1C(F)(F)F
 : 0%	7%
CC(C)C[C@H]1CN=C(Nc2ccccc2)N1CC(C)C
 : 9%	0%
CO[C@H]1/C=C/O[C@@]2(C)Oc3c(C)c(O)c4c(O)c(c(C=NN5CCN(C)CC5)c(O)c4c3C2=O)NC(=O)/C(C)=C\C=C\[C@H](C)[C@H](O)[C@@H](C)[C@@H](O)[C@@H](C)[C@H](OC(C)=O)[C@@H]1C
 : 7%	30%
CN(Cc1ccccc1)C(=O)COC(=O)c1cc([N+](=O)[O-])ccc1N1CCOCC1
 : 9%	9%
CCOC(=O)c1cc(-c2ccccc2C)nn1Cc1cc(CC)no1
 : 0%	20%
O=C(Nc1cc(Cl)ccc1-n1cncn1)c1ccc(Br)o1
 : 10%	12%
O=C(Nc1ccc2c(c1)Cc1ccccc1-2)c1ccccc1F
 : 9%	4%
O=C(CNC(=O)c1ccc(Cl)c([N+](=O)[O-])c1)OCN1C(=O)c2ccccc2C1=O
 : 5%	13%
CN(C)C(=O)c1ccc(NC(=O)COC(=O)C2CCN(S(=O)(=O)c3ccc4c(c3)OCCO4)CC2)cc1
 : 5%	20%
Cc1ccc(OCC(=O)Nc2nc(-c3ccccn3)cs2)c(C)c1
 : 0%	7%
O=C(Nc1cc(Cl)ccc1-n1cncn1)c1ccc([N+](=O)[O-])o1
 : 5%	17%
CN(CC(=O)Nc1cccc(F)c1)C(=O)c1ccc(COc2ccccc2)cc1
 : -4%	11%
CC(=O)CC(CC(=O)NC1CCCCC1)c1ccccc1 (centres undefined)
 : 8%	14%
CC(C)CN(C(=O)c1ccc(S(=O)(=O)N2CCCC2)cc1)C1CCS(=O)(=O)C1 (centres undefined)
 : 4%	10%
CC(C)CN(C(=O)Cn1c(C(F)(F)F)nc2ccccc21)C1CCS(=O)(=O)C1 (centres undefined)
 : 4%	8%
CCOc1ccc(S(=O)(=O)N2CCN(C(=O)c3cc(-c4ccccc4)nn3-c3ccccc3)CC2)cc1
 : 7%	9%
Cc1ccc(S(=O)(=O)N2CCOCC2)cc1C(=O)NC1CCCC(C)C1C (centres undefined)
 : 3%	-3%
O=C(NCC(c1ccco1)N1CCc2ccccc2C1)c1ccc(Cl)c([N+](=O)[O-])c1 (centres undefined)
 : 8%	13%

# Quoted from the listing, four compounds:
# Order of values – Rac1 GTP hydrolysis	SV40 large T antigen
CC(C)CN(C(=O)Cn1c(C(F)(F)F)nc2ccccc21)C1CCS(=O)(=O)C1 (centres undefined)
 : 4%	8%
CCOc1ccc(S(=O)(=O)N2CCN(C(=O)c3cc(-c4ccccc4)nn3-c3ccccc3)CC2)cc1
 : 7%	9%
Cc1ccc(S(=O)(=O)N2CCOCC2)cc1C(=O)NC1CCCC(C)C1C (centres undefined)
 : 3%	-3%
O=C(NCC(c1ccco1)N1CCc2ccccc2C1)c1ccc(Cl)c([N+](=O)[O-])c1 (centres undefined)
 : 8%	13%

# Next section
# Order of values – Rac1 GTP hydrolysis	SV40 large T antigen
Nn1c(Cc2ccccc2)nc2ccccc2c1=O
 : 5%	12%
CCC(=O)OCC(=O)C1(OC(=O)CC)[C@H](C)C[C@H]2[C@H]3[C@H]([C@@H](O)C[C@@]21C)[C@@]1(C)C=CC(=O)C=C1C[C@H]3Cl (some centres undefined)
 : 1%	7%
CCc1ccc(C(=O)NNC(=O)CC2OC(=O)c3ccccc32)cc1 (centres undefined)
 : 5%	17%
Cc1noc(C)c1-c1ccc2nc[nH]c(=O)c2c1
 : 3%	23%
CCN(CC(=O)Nc1c(F)cccc1F)C(=O)Cc1csc(-c2ccccc2)n1
 : 9%	11%
CCN(CC(=O)NCc1ccc(Cl)cc1)C(=O)COc1cccc(C(F)(F)F)c1
 : 3%	7%
CCCCc1nnc(NC(=O)c2ccc3c(=O)n4c(nc3c2)CCC4)s1
 : 5%	15%
Cc1ccc(C(=O)NC2CCCC(C)C2C)cc1S(=O)(=O)N1CCCCC1 (centres undefined)
 : 6%	13%
CCc1noc(C)c1C(=O)N1CCN(S(=O)(=O)c2ccc(C(C)C)cc2)CC1
 : 2%	7%
Cc1ccc(N2CC(C(=O)OCC(=O)c3ccc(C)c([N+](=O)[O-])c3)CC2=O)cc1 (centres undefined)
 : 5%	14%
CCN(C(=O)CSc1nnc(-c2ccc(OC(F)F)cc2)n1N)C1CCS(=O)(=O)C1 (centres undefined)
 : -3%	6%
CC1CCN(S(=O)(=O)CCNC(=O)c2ccc3c(c2)OCO3)CC1
 : 7%	-3%
Cc1ccc(CNC(=O)c2ccc(N3CCC4(CC3)CC(c3cccc(Br)c3)=NO4)c([N+](=O)[O-])c2)cc1
 : 5%	12%
N#Cc1nnn2c1nc(N)c1c(F)cccc12
 : 3%	-9%
Cc1ccc(N(Cc2ccccc2)C(=O)c2cccc(S(=O)(=O)N3CCN(C)CC3)c2)cc1
 : 5%	9%
Cc1cccnc1NC(=O)c1ccc(S(=O)(=O)N2CCCCC2)cc1
 : 6%	7%
O=C(COC(=O)C1(c2ccccc2)CC1)NNC(=O)c1ccccc1F
 : 8%	18%
COc1cc(NC(=O)c2ccccc2-n2cnnn2)cc(OC)c1
 : 9%	4%
CCCCN(C(=O)CSCC(=O)Nc1ccc(OC)cc1)c1c(N)n(Cc2ccccc2)c(=O)[nH]c1=O
 : 9%	4%
CCC1(c2ccccc2)NC(=O)N(CC(=O)Nc2ccccc2C(=O)NC2CC2)C1=O (centres undefined)
 : 5%	15%
COc1ccc(CCC(=O)NCCS(=O)(=O)N2CCN(c3ccccc3)CC2)cc1
 : 2%	1%
Clc1ccc(N2CCN(Cc3c[nH]c4ncccc34)CC2)cc1
 : 13%	13%
COc1ccc(C(=O)OCC(=O)c2ccc(Br)s2)c(OC)c1
 : 6%	22%
CC1CCCCN1C(=O)COC(=O)c1cc([N+](=O)[O-])ccc1N (centres undefined)
 : 6%	15%
CCN(CC)S(=O)(=O)c1cc(NC(=O)C2=COCCO2)ccc1Cl
 : 6%	7%
O=C(NCCS(=O)(=O)NCc1ccc(F)cc1)c1ccc2c(c1)OCO2
 : 4%	19%
O=C(Nc1cccc(/C=C/c2ccccn2)c1)c1ccc(-n2cncn2)c([N+](=O)[O-])c1
 : 4%	12%
COc1ccc(C(C)=O)cc1COC(=O)CCNS(=O)(=O)c1ccc(C)c(C)c1
 : 6%	2%
O=C(Cc1ccc(S(=O)(=O)N2CCOCC2)s1)Nc1ccc(S(=O)(=O)N2CCCCC2)cc1
 : -2%	11%
CC(OC(=O)c1ccccc1C(=O)N(C)c1ccccc1)C(=O)Nc1ccc(C(N)=O)cc1 (centres undefined)
 : 3%	47%
O=C(COc1ccc(-c2nnco2)cc1)Nc1c(Cl)cccc1C(F)(F)F
 : 6%	9%
O=c1cc(-c2ccccc2)oc2cc(O)cc(O)c12
 : 1%	3%
Cc1cc(C)c(OCC(=O)OCC(=O)NCc2cccs2)c(C)c1
 : 13%	8%
COC(=O)C1CCN(C(=O)NC2CC(=O)N(c3ccc4c(c3)OCCO4)C2)CC1 (centres undefined)
 : 7%	2%
Cc1cc(OCC(=O)NNC(=O)c2ccncc2)ccc1C(C)C
 : 6%	23%
CNC(=O)c1ccsc1NC(=O)CCS(=O)(=O)c1ccc(F)cc1
 : 9%	7%
N#Cc1ccc(Oc2ccc(S(=O)(=O)N3CCCCC3)cn2)cc1
 : 10%	4%
CC12CCC(=O)N1C(C(=O)NCc1ccccc1F)CS2 (centres undefined)
 : 4%	19%
CC(=O)c1ccc(OCC(=O)Nc2c(C)nn(-c3ccccc3)c2C)cc1
 : 3%	13%
COC(=O)c1sc(NC(=O)CSc2nc3nc(C)cc(C)n3n2)c(C(=O)OC)c1C
 : 13%	24%
Cc1nc2ccccc2c(=O)n1-c1cccc(NC(=O)c2cccs2)c1
 : 6%	23%
Cc1ccc(N(Cc2ccccc2)C(=O)c2cc(S(=O)(=O)N3CCOCC3)ccc2C)cc1
 : 7%	10%
O=C(COC(=O)/C=C/c1ccc(OC(F)F)cc1)NC1CCCCCCC1
 : 0%	5%
Cc1sc2ncnc(N3CCC(C(=O)Nc4ccc(C#N)cc4)CC3)c2c1C
 : 6%	12%
Cc1ccc(S(=O)(=O)CCC(=O)OCC(=O)NCC(=O)Nc2c(C)cc(C)cc2C)cc1
 : 10%	3%
CC(=O)Nc1ccc(S(=O)(=O)N(C)CC(=O)OCC(=O)NCc2ccco2)cc1
 : 6%	7%
COc1ccc(-c2oc3ccc(N4CCOCC4)cc3c2C#Cc2ccc(N)cc2)cc1
 : -3%	8%
